Source: PubChem BioAssay
HSP90 refold inh = HSP90 refolding inhibition in rabbit reticulocyte lysate. luciferase refolding luminescence, 3 h. inhibition, % at 5.6 µM. 290,000 tested, 0.91% active;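 active = inhibition above the screen-wide mean plus 3 SD, computed separately per campaign, cut at about 16% in these data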;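 note: 0% = DMSO wells and 100% = 60 µM geldanamycin wells; inhibitors lower the luminescence because luciferase stays unfolded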
IEC-6 cytotox = IEC-6 cytotoxicity, counter-screen for KLF5 inhibitors | luminescence viability | inhibition, % at 5 µM | 290,000 tested, 0.78% active | AID 1825; in the data active = inhibition above about 22%;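 note: 0% = plate median of test compound wells and 100% = cytotoxic reference compound wells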
KLF5 inh = suppresses KLF5 promoter-driven expression. DLD-1 KLF5 promoter-luciferase reporter, luminescence. inhibition, % at 5 µM. 290,000 tested, 0.23% active;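 active = inhibition above a per-plate limit of that plate's mean compound inhibition plus 3 SD, cut at about 60% in these data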;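 note: 0% = DMSO wells and 100% = LY294002 at 200 µM; higher means less KLF5 promoter-driven luciferase light; inactives centre near -14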
Starred values were filed as active, the others as inactive. Not all compounds are listed; the hit share may differ from the screen's.

SMILES | HSP90 refold inh | IEC-6 cytotox | KLF5 inh
O=C(c1cccn2c(=O)c3cc(Br)ccc3nc12)N1CCN(c2ccccn2)CC1 | -2 | 8 | -3
COC(=O)Cc1cc(=O)[nH]c(/N=C(/NC(=O)c2ccccc2)Nc2ccccc2C)n1 | 0 | -7 | 1
COc1ccc(C(=O)Nc2nc3cc(OC)c(OC)cc3c(=O)[nH]2)cc1 | -5 | -3 | -11
CSc1ncc(Cl)c(C(=O)Nc2sc3c(c2C(=O)NCc2ccco2)CCCC3)n1 | -3 | 1 | -5
CC1CCN(CC(O)COC2CCC(C(C)(C)C)CC2)CC1 (configuration not stated) | 1 | 6 | -2
COc1cccc(N2CCN(C(=O)CN(C)S(=O)(=O)c3ccc4c(c3)CCC(=O)N4)CC2)c1 | -3 | 0 | -25
COc1cc(/C=N/NC(=O)c2cncc(Br)c2)ccc1OC(=O)c1ccc2c(c1)OCO2 | -1 | 5 | -6
CCCCC1OC2(C)OC(=N)C1(C#N)C(C#N)(C#N)C2c1ccccc1 (configuration not stated) | 2 | -7 | -15
COC(=O)c1cccc(NC(=O)CSc2nc3cccnc3n2C)c1 | -6 | 1 | -21
COc1cccc(C2/C(=C(\O)c3ccc(OC)c(OC)c3)C(=O)C(=O)N2c2cc(C)on2)c1 (configuration not stated) | 1 | -6 | -2
N#Cc1c(NC(=O)CSc2nc(-c3ccco3)cc(C(F)(F)F)n2)sc2c1CCCC2 | 4 | -5 | -8
Cc1ccc(C(=O)CSc2nc(C)cc(C)c2C(N)=O)cc1 | 1 | 2 | 4
CCN(CC)c1ccc(C2Nc3cccc4cccc(c34)N2)c(O)c1 | 6 | -4 | -7
CNC(=O)NC(=O)C(C)OC(=O)c1c(C)noc1C (configuration not stated) | -1 | -1 | -17
CC(C)C[C@H](NC(=O)OC(C)(C)C)C(=O)N1CCC(C(=O)N[C@@H](Cc2ccccc2)C(=O)O)CC1 | 2 | 6 | -34

A second format for some results above:
Results follow in this order: HSP90 refold inh, IEC-6 cytotox, KLF5 inh
> Cc1ccc(C(=O)CSc2nc(C)cc(C)c2C(N)=O)cc1
    1, 2, 4
> CCN(CC)c1ccc(C2Nc3cccc4cccc(c34)N2)c(O)c1
    6, -4, -7
> CNC(=O)NC(=O)C(C)OC(=O)c1c(C)noc1C (configuration not stated)
    -1, -1, -17

New compounds follow.
SMILES | HSP90 refold inh | IEC-6 cytotox | KLF5 inh
C/C(Cl)=C/Cn1c(N2CCCC2)nc2c1c(=O)n(C)c(=O)n2C | 2 | 11 | 1
Cc1ccc(C(=O)C2=C(O)C(=O)N(CCN(C)C)C2c2ccccn2)o1 (configuration not stated) | 0 | 2 | -12
CNc1ccc(Br)cc(C(=O)/C=C/c2cccc(Cl)c2Cl)c1=O | -5 | 0 | -29
CC1Cc2ccccc2N1C(=O)C1CCCN(S(=O)(=O)c2cccc3cccnc23)C1 (configuration not stated) | 4 | 3 | -49
CC(=O)Nc1ccc(S(=O)(=O)N2CCC(NC(=O)C(Cc3cccn3C)NC(C)=O)CC2)cc1 (configuration not stated) | 0 | -1 | 34
COc1ccc(-c2cc(OC(=O)c3ccc(F)cc3)c3c(C)oc(C)c3c(=O)c2)cc1 | -1 | -2 | -14
CCCOc1ccccc1N1C(=O)CC(N2CCOCC2)C1=O (configuration not stated) | 7 | 0 | -29
COCCNC(=O)C(c1ccccc1)N(CCOC)C(=O)Cn1nnc2ccccc21 (configuration not stated) | 3 | 4 | 5
O=C(O)CC(C(=O)OCC1CCCO1)N1CCOCC1 (configuration not stated) | 4 | -3 | -14
c1ccc(-c2cnn3c(-c4ccccc4)c(-c4ccccc4)nc3n2)cc1 | 1 | 7 | 13
O=C(Nc1cc(C(F)(F)F)ccc1Cl)C1CCN(c2nnc(-n3cccc3)s2)CC1 | 2 | 1 | -28
O=C(O)CCCNc1cc(N2CCC3(CC2)OCCO3)c2noc3c2c1C(=O)c1ccccc1-3 | 31* | -7 | -89
COc1ccc2sc(/C=C/c3ccccc3O)[n+](C)c2c1 | 0 | -10 | -22
N/C(=N\OS(=O)(=O)c1ccc(Cl)cc1)c1cccnc1 | -3 | 5 | 9
COc1ccc(/C=C(/NC(=O)c2ccccc2)C(=O)N/N=C/c2ccc3c(c2)OCO3)cc1OC | -1 | -2 | -19

2 entries from above, reformatted:
Values run as follows: HSP90 refold inh, IEC-6 cytotox, KLF5 inh
COc1cccc(C2/C(=C(\O)c3ccc(OC)c(OC)c3)C(=O)C(=O)N2c2cc(C)on2)c1 (configuration not stated)
    1, -6, -2
N#Cc1c(NC(=O)CSc2nc(-c3ccco3)cc(C(F)(F)F)n2)sc2c1CCCC2
    4, -5, -8

Compounds listed so far that contain an aryl methoxy group:
SMILES | HSP90 refold inh | IEC-6 cytotox | KLF5 inh
COc1ccc(C(=O)Nc2nc3cc(OC)c(OC)cc3c(=O)[nH]2)cc1 | -5 | -3 | -11
COc1cccc(N2CCN(C(=O)CN(C)S(=O)(=O)c3ccc4c(c3)CCC(=O)N4)CC2)c1 | -3 | 0 | -25
COc1cc(/C=N/NC(=O)c2cncc(Br)c2)ccc1OC(=O)c1ccc2c(c1)OCO2 | -1 | 5 | -6
COc1cccc(C2/C(=C(\O)c3ccc(OC)c(OC)c3)C(=O)C(=O)N2c2cc(C)on2)c1 (configuration not stated) | 1 | -6 | -2
COc1ccc(-c2cc(OC(=O)c3ccc(F)cc3)c3c(C)oc(C)c3c(=O)c2)cc1 | -1 | -2 | -14
COc1ccc2sc(/C=C/c3ccccc3O)[n+](C)c2c1 | 0 | -10 | -22
COc1ccc(/C=C(/NC(=O)c2ccccc2)C(=O)N/N=C/c2ccc3c(c2)OCO3)cc1OC | -1 | -2 | -19

Next part:
SMILES | HSP90 refold inh | IEC-6 cytotox | KLF5 inh
Cc1cccc(C(=O)Oc2ccccc2/C=N/Nc2ccc([N+](=O)[O-])cc2)c1 | -3 | -3 | 8
O=C(c1cc(-c2ccc(Cl)c(Cl)c2)on1)N1CCCC1 | -2 | 3 | -12
CCC(=O)N(Cc1cc(=O)[nH]c2ccccc12)c1cccc(C)c1 | 2 | -12 | -13
N#Cc1ccc(-c2nc3cc(C#N)c(C#N)cc3nc2-c2ccccc2)cc1C#N | 11 | -18 | -22
CCN1CCN(C(=O)Nc2ccccc2OC)CC1 | -1 | 0 | -54
Cc1cc(C)n2cc(CSc3nnnn3-c3ccc(Cl)cc3)nc2n1 | -1 | -5 | -18
COC(=O)c1cc(NC2c3ccccc3C(=O)N2Cc2ccco2)cc(C(=O)OC)c1 (configuration not stated) | 3 | 1 | -19
O=C(N/N=C/c1c(Nc2cccc(C(F)(F)F)c2)nc2ccccn2c1=O)c1ccccc1 | -1 | -2 | 3
COc1cccc(/C=N/n2nnc3c(cnn3-c3ccccc3)c2=O)c1 | 1 | -4 | -85
CC[C@H](C)[C@@H](NC(=O)O[C@@H]1C(=O)c2cc(OC)ccc2O[C@H]1c1ccc(OC)c(Br)c1)C(=O)OC | 0 | -1 | -15
CCCn1nc(-c2ccccc2)c2nc3ccccc3nc21 | 1 | -2 | 0
CCCC(=O)N1CCN(c2ccc(NC(=O)c3cc4ccccc4o3)cc2)CC1 | 3 | -5 | 18
C#CCN1C(=O)S/C(=C/C=C/c2ccc(N(C)C)cc2)C1=O | 21* | -1 | -42
Cc1cc(C)n2c(Nc3ccc4c(c3)OCCO4)c(-c3ccco3)nc2n1 | 9 | -7 | -25
CCCCc1nc(NCCNC(=O)c2ccco2)c(C#N)c2c1CSC(C)(C)C2 | 3 | 1 | -16
Cn1c(=O)c2c(nc(SCC(=O)N(C3CCCCC3)C3CCCCC3)n2C)n(C)c1=O | -1 | -8 | -25
O=C(CSc1nnc(-c2ccc(S(=O)(=O)N3CCCC3)cc2)o1)N1CCCC1 | 1 | 2 | -10
CCOC(=O)c1c(C)[nH]c(C(=O)OC/C(O)=C(\C#N)c2nc3ccccc3[nH]2)c1C | 7 | 2 | -7
CC1Cc2ccccc2N1C(=O)CSc1nc2cc3c(cc2cc1C#N)OCO3 (configuration not stated) | -1 | -12 | -38
COc1cc(SC)ccc1C(=O)OC(C)C(=O)NC1CCCC1 (configuration not stated) | -6 | 4 | 9
COc1ccc(NC(=O)CSc2nnc(CNC(=O)c3ccco3)n2-c2ccccc2OC)cc1 | 0 | 1 | -45
COc1cccc(-n2nnnc2SCC(=O)c2cc(OC)ccc2OC)c1 | -4 | -3 | -25
COc1ccc2oc(=N)c(C(=O)Nc3ccccc3)cc2c1 | -2 | 2 | -1
CN(C)CCC=C1c2ccccc2CCc2ccccc21 | -1 | 3 | -9
N#Cc1c2c(c(N3CCN(c4ccccn4)CC3)n3c1nc1ccccc13)CCC2 | 2 | -5 | -15
Cc1noc(/C=C/N(C)C)c1S(=O)(=O)N1CCCC(C(=O)Nc2ccc3c(c2)OCO3)C1 (configuration not stated) | -1 | -4 | -11
COc1ccccc1C1CC(c2c(-c3ccccc3)c3cc(Cl)ccc3[nH]c2=O)=NN1S(C)(=O)=O (configuration not stated) | 1 | -4 | 9
COc1ccc(C(=O)N/N=C(\C)c2ccc3c(c2)C2C=CCC2C(c2ccccc2)N3)cc1 (configuration not stated) | 2 | 0 | -40
Cn1c(=O)oc2cc(S(=O)(=O)N3CCCC(C(=O)NCc4ccc5c(c4)OCO5)C3)ccc21 (configuration not stated) | 3 | 6 | 1
CC(C)(C)C1CCc2[nH]nc(C(=O)O)c2C1 (configuration not stated) | 3 | -3 | -17

Overlap with the part before: two entries, followed by the next part.
SMILES | HSP90 refold inh | IEC-6 cytotox | KLF5 inh
Cn1c(=O)oc2cc(S(=O)(=O)N3CCCC(C(=O)NCc4ccc5c(c4)OCO5)C3)ccc21 (configuration not stated) | 3 | 6 | 1
CC(C)(C)C1CCc2[nH]nc(C(=O)O)c2C1 (configuration not stated) | 3 | -3 | -17
CC(NC(=O)CSc1nc(=O)cc(N)n1CCc1ccccc1)c1ccccc1 (configuration not stated) | 2 | 3 | 9
CC(=O)N1CCc2ccc(C(=O)CN3CCN(c4cccc(C)c4C)CC3)cc21 | 6 | -4 | -7
CCOC(=O)Cn1c(=O)oc2cc(S(=O)(=O)Nc3cc(OCC)ccc3OCC)ccc21 | 0 | -3 | -1
Cc1cc2occ(CC(=O)Nc3nnc(C4CC4)s3)c2cc1C | -2 | -6 | -9
CCN(CC)C(=O)COn1c(SCC(=O)N(CC)CC)nc2ccccc2c1=O | 2 | 6 | -45
Cc1cnc(NC(=O)CSc2nnc(-c3ccc(Cl)cc3Cl)n2N)s1 | -2 | -4 | -20
COc1ccc(N2CCN(CCNS(=O)(=O)c3cccc4nsnc34)CC2)cc1 | -2 | -2 | -5
COc1cc(C2c3c(oc4ccccc4c3=O)C(=O)N2Cc2cccnc2)cc(OC)c1OC (configuration not stated) | 0 | 0 | 22
O=C(c1csc2ccccc12)n1cccn1 | -1 | -4 | 6
COc1ccc2nc(NC(=O)C(NS(=O)(=O)c3cccc4nsnc34)C(C)C)sc2c1 (configuration not stated) | 0 | -9 | -35
CCC(=O)N1CCc2cc(S(=O)(=O)NCCC(=O)N3CCN(c4ccccn4)CC3)ccc21 | -1 | 6 | -3
O=C(CSc1nc(-c2ccccc2)nc2c1Cc1ccccc1O2)Nc1ccc(C(=O)O)cc1 | -1 | 2 | -10
FC(F)(F)c1ccccc1C1C2=C(Nc3ncnn31)c1ccccc1CCC2 (configuration not stated) | 3 | -2 | -12
N/C(=N\OC(=O)COc1ccc(Cl)cc1Cl)c1ccncc1 | 1 | 6 | -206
CC1CCC(C(C)C)C(OC(=O)Cn2c(-c3ccc(F)cc3)[n+](C)c3ccccc32)C1 (configuration not stated) | 2 | 5 | -9
COc1cc(-c2nnc(COC(=O)c3c4c(nc5ccccc35)CCCC4)o2)cc(OC)c1OC | 0 | -6 | 27
NC(=O)CC[C@@H]1NC(=O)[C@H](CO)NC(=O)c2cc([N+](=O)[O-])cc(I)c2NCCC[C@@H](C(N)=O)NC(=O)[C@H](Cc2ccc(O)cc2)NC1=O | -2 | -2 | -19
CC(C)C1N=C2c3ccccc3N=C(SCc3cc(=O)n4ccccc4n3)N2C1=O (configuration not stated) | 0 | -8 | -25
N=C1C(c2nc3ccccc3c(=O)[nH]2)=C(O)CN1c1ccccc1 | 4 | 2 | -30
CCOc1ccc(NC(=O)CSc2nnc(Cn3c(=O)sc4ccccc43)n2C)cc1 | -6 | -6 | 8
COc1ccccc1NC(=O)CSC1=NCCN1 | 2 | 2 | 4
Cc1coc2c(O)cc3c(c12)OC1(N2CCCCC2)C(=O)NCCCC31 (configuration not stated) | 0 | -4 | -13
CCCOc1ccc(/C(O)=C2/C(=O)C(=O)N(CCCN3CCOCC3)C2c2ccncc2)cc1 (configuration not stated) | 3 | 1 | -18
CN(CCOc1ccc(Cl)cc1)c1ccc(S(=O)(=O)N2CCCCC2)cn1 | 0 | -2 | -12
O=C(N=C1SCC(=O)N1c1ccccc1)c1ccco1 | 1 | -2 | -59
COC(=O)c1c(NS(=O)(=O)c2ccc(C)cc2)sc2c1CCC(C)C2 (configuration not stated) | -1 | 0 | -11
CC(O)/C=C/c1cccc[n+]1C (configuration not stated) | 1 | 0 | 5
CCn1c(CNC(=O)Cc2ccc(OC)cc2)nnc1SCC(=O)c1ccccc1 | -2 | 0 | -22
